Bioassay records: PubChem BioAssay, several laboratories
PDI turbidity: PDI (human) enzyme inhibition; 350,000 tested, 0.052% active; P07237; PDI insulin aggregation turbidity, A650, 90 min; inhibition, % at 10 µM;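 active = mean inhibition across replicates of 30% or more, whatever share of single replicates reach that level; inconclusive = mean inhibition below 30% while every single replicate reaches 30%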;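 also: absorbance from insulin aggregation driven by PDI reduction with DTT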
MC4R antag cAMP: human MC4R antagonism in cAMP assay; MC4R-expressing cells, MTII-stimulated cAMP, LANCE TR-FRET; P32245; inhibition, % at 6.5 µM; 360,000 tested, 0.48% active;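 active = inhibition above its plate's cutoff, the mean of tested wells on that plate plus 3 SD, cut at about 29% in these data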;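 also: 0% = Melanotan II alone and 100% = Melanotan II plus saturating MCL0020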
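Assay system: U2OS cells stably expressing human melanocortin 4 receptor (MC4R) / Dosing: 6.5 µM / Timing: compound 30 min, challenge 1 h, detection 1 h / Measured by: Eu-cAMP/anti-cAMP TR-FRET, emission 671 nm / Replicates: singlicate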
aDG glyco act: alpha-DG glycosylation activation; Pro5-aDG cells, alpha-DG glycosylation AlphaScreen (IIH6); 0% Pro5, 100% B10-LARGE cell signal; activation, % at 10 µM; 360,000 tested, 0.22% active;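 active = activation of at least 8% versus controls, or a plate z-score of at least 8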;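 also: Pro5 are CHO cells carrying HIG-tagged alpha-DG that lacks glycosylation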
HTR2A ag: activates the mouse 5-HT2A serotonin receptor; P35363; CHO-K1 mHTR2A beta-arrestin complementation, luminescence; percent of 30 µM serotonin response; activation, % at 7.6 µM; AID 624169; 360,000 tested, 0.66% active;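 active = activation above a run cutoff, the mean activation of all tested compounds plus 3 SD, cut at about 14% in these data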;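 also: 0% = plate median of compound wells and 100% = 30 µM serotonin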
H9c2 protect: modulators protecting cardiomyocytes from myocardial damage | H9c2 cardiomyocytes, H2O2 injury protection, ATPLite, 2 h | 360,000 tested, 0.63% active | AID 588492 | protection from H2O2 cell death, % at 20 µM;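 active = compounds giving at least 50% protection of heart cells from peroxide-induced death in the single-dose screen, raw or plate-pattern-corrected value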;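 also: 0% = DMSO wells with peroxide and 100% = DMSO wells without peroxide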
N-glyco inh: blocks N-linked glycosylation in D54 reporter cells. reporter increase, % at 12.5 µM. D54 ERlucT glycosylation luciferase reporter, 24 h; percent of 100 nM tunicamycin response. 360,000 tested, 0.23% active. AID 588692;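 active = mean luciferase reporter signal, scaled so untreated is 0 and the glycosylation-blocking control 100, at or above a set limit in every replicate; inconclusive = mean reaches the limit but not every replicate does; inactive = mean below the limit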;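 also: luciferase carries N-glycosylation sites so blocking glycosylation raises the light; 0% = median of neutral control wells and 100% = median of 100 nM tunicamycin wells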
ABCB6 inh 2: inhibitors of human ABC transporter ABCB6; K562-ABCB6 porphyrin accumulation, flow cytometry, 1 h; active compounds read low; fluorescence ratio to DMSO, % at 10 µM; Q9NP58; 360,000 tested, 0.19% active; AID 602162;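 active = fluorescence ratio to DMSO below 75%, the collection mean minus 3 SD; inconclusive = too few cells collected in the well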;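 also: signal is porphyrin accumulated inside mitochondria; 100% equals median channel fluorescence of DMSO control wells; lower ratio means ABCB6 inhibition with less porphyrin fluorescence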
Target sequence (Q9NP58 whole entry, looked up): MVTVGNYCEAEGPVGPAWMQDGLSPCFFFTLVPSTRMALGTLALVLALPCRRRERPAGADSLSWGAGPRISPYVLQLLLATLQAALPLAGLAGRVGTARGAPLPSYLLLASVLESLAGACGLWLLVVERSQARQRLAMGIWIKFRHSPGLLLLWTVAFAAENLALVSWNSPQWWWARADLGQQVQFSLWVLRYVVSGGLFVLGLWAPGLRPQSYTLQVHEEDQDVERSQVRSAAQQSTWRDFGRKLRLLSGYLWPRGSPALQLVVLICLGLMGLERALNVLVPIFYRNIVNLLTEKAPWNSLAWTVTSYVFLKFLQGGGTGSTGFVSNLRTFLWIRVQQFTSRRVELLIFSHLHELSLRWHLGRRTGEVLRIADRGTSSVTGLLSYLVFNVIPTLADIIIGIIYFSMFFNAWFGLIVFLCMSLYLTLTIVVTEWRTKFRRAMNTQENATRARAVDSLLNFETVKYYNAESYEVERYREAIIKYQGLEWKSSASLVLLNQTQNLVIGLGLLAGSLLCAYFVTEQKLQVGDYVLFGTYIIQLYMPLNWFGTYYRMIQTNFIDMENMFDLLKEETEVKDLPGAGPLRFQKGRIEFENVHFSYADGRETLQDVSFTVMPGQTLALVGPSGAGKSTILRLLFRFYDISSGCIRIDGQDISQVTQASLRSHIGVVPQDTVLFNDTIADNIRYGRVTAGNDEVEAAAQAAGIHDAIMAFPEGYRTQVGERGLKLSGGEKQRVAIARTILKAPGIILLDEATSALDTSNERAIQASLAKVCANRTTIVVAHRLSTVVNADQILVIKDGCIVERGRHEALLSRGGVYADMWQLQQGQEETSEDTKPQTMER
MC4R ag barr: human MC4R agonism via beta-arrestin; U2OS MC4R beta-arrestin complementation, luminescence; percent of melanotan II response, DMSO zero; activation, % at 8.9 µM; 360,000 tested, 0.98% active; AID 540308;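 active = activation above a per-plate cutoff, the mean activation of sample wells on that plate plus 3 SD, cut at about 8% in these data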
CaV13 FRET inh: Primary screen for inhibitors of IQ motif and Ca2+-dependent inactivation inhibitor domain binding in CACNA1D, Förster resonance energy transfer in living cells, …. AID 743397. HEK cells, CFP/YFP FRET ICDI-IQ, plate reader, 10 min; percent FRET-ratio fall versus neutral wells. inhibition, % at 12.3 µM. 340,000 tested, 0.098% active;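 active = mean replicate inhibition of at least 30% and at least 1% of replicates passing that level; inconclusive = only one of the two criteria is met; inactive = neither criterion is met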;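 also: 0% = median of the neutral control wells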
Vif imaging: HIV Vif inhibition | AID 602346 | 340,000 tested, 0.35% active | HEK293T cells, Vif self-association by quenched fluorescence, imaging, 24 h | inhibition, % at 7.49 µM; in the data active = inhibition above about 50%, passing the limit was not always enough; inconclusive = no clear call, values can overlap the other calls; inactive = below about 31%; also: some results filed as inactive read as strong as hits
Active calls of the source: *; i = inactive; ? = inconclusive; · = not tested or not shown. Rows are unselected; any-hit rate near 3.6%.

Results follow in this order: PDI turbidity	MC4R antag cAMP	aDG glyco act	HTR2A ag	H9c2 protect	N-glyco inh	ABCB6 inh 2	MC4R ag barr	CaV13 FRET inh	Vif imaging
1	CCCC(C)NC1=NCCCCC1 (stereo not drawn)
→ -7	4	0.0	0	-1	1	97	-1.1	-7	-3
2	Cc1nc2c(sc3nc4c(cc32)COC(C)(C)C4)c(=O)n1CC(=O)NCc1ccco1
→ -1	-13	-0.2	5	-2	9	100	-0.2	-8	-6
3	Nc1nc(Br)c2ccccc2c1-c1ccccc1
→ -1	3	0.5	-8	-6	-4	96	-2.3	?	11
4	Cc1cccc(NC(=S)N2CCN(S(C)(=O)=O)CC2)c1
→ -2	3	0.0	1	-3	3	99	-2.4	-6	-3
5	COc1ccc(CCNC(=O)c2ccc(SC)cc2OC)cc1
→ -4	6	0.8	-4	-4	2	92	-1.6	-7	0
6	CC1CN(C(=O)c2ccc(C(=O)c3ccccc3)cc2)CC(C)O1 (stereo not drawn)
→ -1	4	0.1	4	4	-1	100	0.0	-8	0
7	COc1ccc(/C=C/C(=O)OCC(=O)NC2CCCC2)cc1
→ -4	-8	-0.1	4	2	-1	91	-2.4	-16	-9
8	CCCCCCC1CC(CSc2ncn[nH]2)OC1=O (stereo not drawn)
→ 2	4	0.1	-2	-10	-1	90	0.2	-2	-3
9	COc1ccc2cc(/C=N/NC(=O)c3ccc(CN(c4cccc(Cl)c4Cl)S(C)(=O)=O)cc3)c(Cl)nc2c1
→ 1	6	0.8	0	2	-3	99	2.0	-5	1
10	COc1ccc(CC(=O)N2N=C(C)CC2(O)c2cccnc2)cc1OC (stereo not drawn)
→ -1	5	-0.2	1	4	4	87	-1.5	-4	-3
11	CC(C)(C)OC(=O)C[C@H]1C/C=C\C[C@@H](CC(=O)N(CCO)Cc2ccccc2)C(=O)NCCOC1=O
→ -2	5	-0.1	-3	4	3	98	0.6	-12	-3
12	Cc1ccnc(N2CCC(C(=O)NNC(=O)COc3cccc4ccccc34)CC2)n1
→ -10	7	-0.2	-3	-1	3	95	-2.7	-17	-7
13	Nc1cc(=O)[nH]c(SCC(=O)N2CCCCC2)n1
→ -3	1	0.9	0	1	1	112	-3.0	-4	6
14	O=C(CSc1ncccc1C(=O)O)c1ccc2ccccc2c1
→ -9	8	0.0	1	-7	-2	97	-0.4	-8	·
15	Cc1ccc(NC(=O)Cc2ccc([N+](=O)[O-])cc2)c(Br)c1
→ 1	0	0.1	1	-4	-2	99	4.6	-4	4
16	CCN(CC(=O)NCc1cccs1)C(=O)c1ccc(S(=O)(=O)N(C)c2ccccc2)cc1
→ 1	1	-0.1	-5	6	-1	98	-3.5	-2	9
17	Cc1ccc(S(=O)(=O)NC(CC(=O)O)c2ccco2)cc1 (stereo not drawn)
→ -2	-1	0.0	-1	7	1	101	0.0	-7	12
18	COCc1cc(=O)[nH]c(Cc2c(Cl)cccc2Cl)n1
→ -5	10	0.3	-1	8	1	98	-3.0	-4	3
19	CC(C)c1ccccc1NC(=O)COC(=O)Cc1c[nH]c2ccccc12
→ -1	3	0.3	-1	0	-3	102	-0.3	-2	2
20	COC(=O)CN1CC(=O)N(c2ccccc2)C1=S
→ 4	22	-0.1	0	-7	1	95	-0.8	-4	-4
21	CNc1ccccc1C(C)(C)c1cc(-c2cccc(Br)c2)no1
→ 7	16	1.1	3	-23	-1	i	-0.1	-5	-36
22	CC(C)(C)C1CCC2(CC1)SCC(=O)N2c1ccccc1 (stereo not drawn)
→ -8	9	0.2	-1	-2	-5	94	-1.7	-6	1
23	Cc1noc(C)c1C(=O)OCC(=O)NCCc1ccc(S(N)(=O)=O)cc1
→ -8	9	0.0	-4	-2	0	99	-0.8	-5	-5
24	COc1cccc(N2C(=NC(=O)C3CCCCC3)SC3CS(=O)(=O)CC32)c1 (stereo not drawn)
→ 15	6	-0.3	-1	-4	-1	100	-1.3	-2	13
25	CN1CCN(C(=O)OCCOCCOC(=O)N2CCN(C)CC2)CC1
→ -3	7	-0.2	1	4	2	98	-1.9	-6	20
26	CCC(=O)Nc1cnc(NC(=O)c2cccc(F)c2)cc1C
→ 2	0	0.2	0	-5	-10	89	0.8	-2	5
27	CCN(CC)S(=O)(=O)c1ccc(NC(=O)c2c(-c3ccccc3)noc2C)cc1
→ 2	1	0.0	-4	-3	-5	94	-1.0	14	-1
28	CCC(=O)N1N=C(c2ccc(NS(C)(=O)=O)cc2)CC1c1ccc(C)cc1 (stereo not drawn)
→ -9	5	-0.1	1	11	5	97	-2.8	-2	2
29	COC(=O)c1cc(Cc2ccc(N)c(C(=O)OC)c2)ccc1N
→ -3	5	0.1	-3	-1	2	97	-0.2	-4	-13
30	CCC1CCC(C(=O)NC(C(=O)NCCCN2CCCCC2C)C(C)C)CC1 (stereo not drawn)
→ -1	-1	0.0	5	4	1	95	0.2	-6	5
31	O=C(O)c1ccc(-n2c(/C=C/c3ccccc3)nc3ccccc3c2=O)cc1
→ 2	22	-0.1	6	-5	1	99	0.1	-2	-10
32	O=C(COc1ccc(S(=O)(=O)N2CCOCC2)cc1)N1CCCCCC1
→ 2	2	-0.4	2	8	2	98	-4.4	5	11
33	CN(CC(=O)Nc1cccc(F)c1)C(=O)c1sc2ccccc2c1Cl
→ 16	-1	0.3	-5	-14	1	92	-1.7	-16	14
34	CCOc1ccc(OCCC(=O)N(CCC2=CCCCC2)c2c(N)n(Cc3ccccc3)c(=O)[nH]c2=O)cc1
→ -11	2	0.4	4	18	-1	95	1.1	-4	1
35	CCOC(=O)C1=C(c2ccccc2)Nc2ncnn2C1c1ccc(OC)c(OC)c1OC (stereo not drawn)
→ 7	13	-0.2	7	7	0	101	0.9	2	-2
36	O=C1[C@H]2[C@@H](c3ccc(Cl)cc3)N3C(=O)N(c4cccc(F)c4)C(=O)[C@@]3(Cc3ccccc3)[C@H]2C(=O)N1C1CCCCC1
→ 6	10	1.5	-1	-1	-2	100	2.5	-6	·
37	CN(C(=O)c1cc(S(=O)(=O)N2CCc3ccccc32)cn1C)C1CCCCC1
→ ·	3	0.0	5	-6	-1	88	2.0	-9	-2
38	O=C(NCc1ccccn1)c1cccc(NS(=O)(=O)c2ccccc2F)c1
→ -3	3	0.1	5	6	0	100	-1.7	-3	·
39	O=C(CCNC(=O)c1ccccc1Cl)Nc1cccc(C(F)(F)F)c1
→ -1	2	-0.1	-4	-2	0	99	0.3	-7	-7
40	CCCc1cc(=O)n2[nH]cc(-c3ccc(Cl)cc3)c2n1
→ -5	9	2.4	0	12	4	95	-3.2	7	-3
41	CCN(CC)CCCOc1ccc(Cl)c(Cl)c1
→ 3	7	0.4	-5	2	2	101	1.4	-4	-5
42	COc1ccc(-c2nc(C)sc2CC(=O)O)cc1OC
→ -4	17	0.0	-3	2	0	101	-1.4	-5	1
43	COc1ccccc1OCCC(=O)O
→ 6	0	-0.5	4	9	3	102	-2.2	3	-6
44	Cc1csc(=Nc2ccccc2)n1C
→ -35	14	-0.5	-2	-3	0	94	-3.4	0	11
45	Cn1c(SCC(=O)Nc2ccc(N3CCOCC3)c(Cl)c2)nnc1C(O)c1ccccc1 (stereo not drawn)
→ 9	3	0.1	0	-8	2	104	-1.8	-7	10
46	O=C(c1ccc(F)c(S(=O)(=O)N2CCOCC2)c1)N1CCc2ccccc21
→ 1	4	3.9	5	-4	0	101	-0.7	-4	-5
47	CN1CCN(c2cc(-c3cc(O)c4ncccc4c3)ccn2)CC1
→ 1	-7	-0.3	-7	44	-11	98	-1.5	-5	-7
48	COCCn1c(SCC(=O)N2CC(=O)Nc3ccccc32)nc2ccccc2c1=O
→ 0	12	0.5	0	15	0	102	0.3	2	4
49	CN1/C(=C\C=Nc2ccc3ccccc3c2)C(C)(C)c2ccccc21
→ -24	-3	0.7	-8	-24	-2	106	0.0	·	78*
50	Cc1onc(-c2ccccc2Cl)c1C(=O)N1CCN(c2cccc(Cl)c2)CC1
→ -1	-18	-0.2	-7	-21	15	99	-2.1	-6	8

Record cards (already shown). Order of values: PDI turbidity	MC4R antag cAMP	aDG glyco act	HTR2A ag	H9c2 protect	N-glyco inh	ABCB6 inh 2	MC4R ag barr	CaV13 FRET inh	Vif imaging
Profile of COCCn1c(SCC(=O)N2CC(=O)Nc3ccccc32)nc2ccccc2c1=O = 0	12	0.5	0	15	0	102	0.3	2	4
Profile of O=C(c1ccc(F)c(S(=O)(=O)N2CCOCC2)c1)N1CCc2ccccc21 = 1	4	3.9	5	-4	0	101	-0.7	-4	-5
Profile of O=C1[C@H]2[C@@H](c3ccc(Cl)cc3)N3C(=O)N(c4cccc(F)c4)C(=O)[C@@]3(Cc3ccccc3)[C@H]2C(=O)N1C1CCCCC1 = 6	10	1.5	-1	-1	-2	100	2.5	-6	·
Profile of CCC(=O)Nc1cnc(NC(=O)c2cccc(F)c2)cc1C = 2	0	0.2	0	-5	-10	89	0.8	-2	5
Profile of COc1ccc(CC(=O)N2N=C(C)CC2(O)c2cccnc2)cc1OC (stereo not drawn) = -1	5	-0.2	1	4	4	87	-1.5	-4	-3
